Source: PubChem (National Center for Advancing Translational Sciences (NCATS))
Vif-A3G inh: inhibitors of Vif-APOBEC3G interaction; HeLa A3G-eYFP + Vif (tagged APOBEC3G with the HIV-1 protein that degrades it), YFP fluorescence, overnight; Potency, µM (doses to about 46.1 µM), for the others: at the highest dose activity, negative = active, actives largely listed as inhibitors; 0.076% of 410,000 active;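 note: potency is the fitted concentration of half-maximal effect; % is set by controls: 0 for no effect and ±100 for the full control effect; nearly all actives have a fitted effect of over 60% in size; hits raise eYFP signal because A3G escapes Vif-driven loss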
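Read-out is eYFP fluorescence (Ex 488/Em 500-530) from Vif-expressing HeLa A3G-eYFP cells; more signal means A3G escaped Vif-mediated degradation. Cells plated overnight, compound pinned in, incubated overnight at 37 deg C.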
TrxR1 substrate: substrates of rat thioredoxin reductase 1; O89049; purified TrxR1 substrate turnover, NADPH consumption readout; Potency, µM (top dose mostly 114 µM), for inactives: at the highest dose activity change, negative = substrate turnover; 0.01% of 390,000 active; AID 588456; note: potency is the fitted concentration of half-maximal effect; % is set by controls: 0 for no effect and ±100 for the full control effect; nearly all actives have a fitted effect of over 50% in size
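Rat TrxR1, dispensed at 90 nM, was prereduced with 400 uM NADPH (final) for 5 min at ~22 deg C, then incubated with compound 15 min before 400 uM selenite. A first-read NADPH fluorescence drop versus no-compound background flagged substrates.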
LDHA block: blocks human lactate dehydrogenase A; P00338; purified LDHA, NADH/diaphorase-resazurin fluorescence; hits give low values; activity change, % (values are at about 110 or 230 µM); 0.15% of 480,000 active; AID 1347041; in the data active = activity change below about -30%; inconclusive = mostly about -25% to -30%;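 note: plate controls were DMSO wells for no effect and wells without enzyme for full effect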
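Remaining NADH was detected by diaphorase (0.133 mg/mL) converting 37 µM resazurin to fluorescent resorufin, read at 0 and 20 minutes. The preceding 5-minute room-temperature reaction used 2 nM LDHA, 0.2 mM sodium pyruvate and 0.06 mM NADH at pH 7.4.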
Vif-APOBEC3F blk: Vif-A3F binding inhibition; HeLa A3F-eYFP + Vif (tagged APOBEC3F with the HIV-1 protein that degrades it), YFP fluorescence increase; Potency, µM (doses to about 46.1 µM), without a hit: at the highest dose activity, negative = active; 0.2% of 390,000 active; AID 602313; note: potency is the fitted concentration of half-maximal effect; % of control where 0% means no effect; nearly all actives have a fitted effect of over 65% in size
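HeLa cells stably expressing Vif plus C-terminally eYFP-tagged A3F were seeded, incubated overnight at 37 deg C, dosed with compound, incubated overnight again at 37 deg C. Yellow fluorescence (Ex 488/Em 500-530) reported blocked Vif-mediated A3F-eYFP degradation.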
GRP78 ERSR act: induces the endoplasmic reticulum stress response in human glioma cells; U87-MG GRP78 promoter luciferase reporter, 16 h; 0.02% of 420,000 active; Potency, µM, for inactives: at the top dose activation, actives largely listed as activators; AID 602332; note: potency is the fitted concentration of half-maximal effect; series mostly up to about 76 µM; % of control where 0% means no effect; nearly all actives have a fitted effect of over 35% in size
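Stably transfected U87-MG glioma cells carrying a GRP78-based luciferase sensor; 16 h compound incubation. Luminescence end-point read 10 min after Bright-Glo addition at room temperature.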
USP1-UAF1 inh: blocks the human USP1/UAF1 deubiquitinase complex; 0.23% of 390,000 active; Potency, µM (top dose mostly 57.1 µM), without a hit: top-dose activity change, negative = inhibition, actives largely listed as inhibitors; AID 743255; O94782; recombinant USP1/UAF1, Ub-Rhodamine cleavage fluorescence; note: potency is the fitted concentration of half-maximal effect; % is set by controls: 0 for no effect and ±100 for the full control effect; nearly all actives have a fitted effect of over 60% in size; inactives centre near -12
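1 nM enzyme complex + cpd, 15 min RT; start with Ub-Rho 150nM final; kinetic fluorescence ex 480/em 540, 6 reads q60 s. Buffer 50mM HEPES pH 7.8, 0.5mM EDTA, 0.1 mg/ml BSA, 1mM TCEP, 0.01% Tween-20.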
PI4K2A block: inhibitors of human PI4K2A; Q9BTU6; purified PI4K2A, ADP-Glo luminescence, 1 h; hits give low values; activity change, negative = inhibition, % at 76.9 µM; 0.13% of 420,000 active; in the data active = activity change below about -50%; inconclusive = mostly about -30% to -49%;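 note: -100% = wells without enzyme as full effect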
Target sequence (Q9BTU6 whole entry, looked up): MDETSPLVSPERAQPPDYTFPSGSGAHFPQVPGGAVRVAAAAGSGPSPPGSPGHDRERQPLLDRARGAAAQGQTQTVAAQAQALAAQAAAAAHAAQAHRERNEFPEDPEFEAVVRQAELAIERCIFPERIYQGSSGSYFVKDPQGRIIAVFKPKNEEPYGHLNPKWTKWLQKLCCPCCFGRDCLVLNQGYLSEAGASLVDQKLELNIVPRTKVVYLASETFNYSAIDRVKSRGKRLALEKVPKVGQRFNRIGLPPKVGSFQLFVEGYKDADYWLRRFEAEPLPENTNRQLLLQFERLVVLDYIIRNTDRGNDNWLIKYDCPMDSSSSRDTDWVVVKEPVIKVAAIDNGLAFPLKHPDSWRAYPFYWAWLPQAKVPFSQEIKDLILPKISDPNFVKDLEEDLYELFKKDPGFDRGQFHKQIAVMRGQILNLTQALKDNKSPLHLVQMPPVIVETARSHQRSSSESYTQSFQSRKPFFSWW
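Compounds are screened against recombinant PI4K2A using PI as substrate and ATP, the latter dispensed at 300 microM. Reactions run one hour at ambient temperature before ADP-Glo detection; full inhibition defined by wells lacking enzyme.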
mIDH1 inhibitor: inhibitors of human mutant IDH1 R132H. O75874. IDH1-R132H enzyme, NADPH consumption, diaphorase/resazurin fluorescence. Potency, µM (top dose mostly 76.6 µM), for the others: at the top dose activity change, negative = inhibition, hits mostly inhibitors. 0.093% of 390,000 active. AID 602179; note: potency is the fitted concentration of half-maximal effect; % is set by controls: 0 for no effect and ±100 for the full control effect; nearly all actives have a fitted effect of over 65% in size
Target sequence (O75874 whole entry R132H, stated change not applied): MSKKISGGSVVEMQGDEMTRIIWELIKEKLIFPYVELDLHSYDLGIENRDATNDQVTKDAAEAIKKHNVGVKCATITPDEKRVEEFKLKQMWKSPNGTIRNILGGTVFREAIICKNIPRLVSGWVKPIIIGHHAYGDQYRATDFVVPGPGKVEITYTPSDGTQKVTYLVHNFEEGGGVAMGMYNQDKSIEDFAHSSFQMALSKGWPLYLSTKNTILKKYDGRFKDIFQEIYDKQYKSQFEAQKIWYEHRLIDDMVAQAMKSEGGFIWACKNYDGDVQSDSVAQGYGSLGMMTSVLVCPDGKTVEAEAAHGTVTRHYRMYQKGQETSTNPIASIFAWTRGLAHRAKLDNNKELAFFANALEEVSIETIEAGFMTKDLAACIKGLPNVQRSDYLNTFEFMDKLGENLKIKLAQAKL
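IDH1-R132H (0.5 ug/mL dispensed) in pH 7.5 Tris buffer was preincubated 30 min with compound, then given a substrate mix of 0.016 mM NADPH and 2 mM alpha-KG for 80 min at room temperature; remaining NADPH was read by diaphorase/resazurin fluorescence.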
RXFP1 ag: RXFP1 (human) receptor agonism. Potency, µM (doses to about 57.5 µM), without a hit: top-dose activation, most hits filed as activators. AID 2676. Q9HBX9. HEK293T-RXFP1 cAMP TR-FRET, 30 min; response scale: percent of porcine relaxin response, buffer zero. 0.3% of 370,000 active; note: potency is the fitted concentration of half-maximal effect; % is set by controls: 0 for no effect and ±100 for the full control effect; nearly all actives have a fitted effect of over 60% in size; many of its hits are not listed in these tables
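HEK293 cells stably expressing RXFP1, treated 30 min at 37C with compounds plus PDE4 inhibitor Ro 20174; cAMP measured by HTRF TR-FRET. Normalized to buffer and 29 nM porcine relaxin; EC50 by Hill fit.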
Numbers without * were called inactive; [ ] = remark or other dose. Unless noted, calls come from the whole dose curve; as a rule, active = well fitted curve in the direction sought with a large enough effect; inconclusive = small, poorly fitted or top-dose-only effect, or another doubt; inactive = no such curve, though single readings can be large; an effect the other way counts as inactive or inconclusive. The list is partial (hit frequency here may not be typical).

How did Cc1nc(NC2CCCCC2)c2nnn(Cc3ccccc3Cl)c2n1 do in these assays?
Vif-A3G inh: 4%; TrxR1 substrate: -11%; LDHA block: -2; Vif-APOBEC3F blk: -6%; GRP78 ERSR act: 4%; USP1-UAF1 inh: 4%; PI4K2A block: 1; mIDH1 inhibitor: -3%; RXFP1 ag: -0.3%

What do the screens show for `COc1ccc(S(=O)(=O)N2CCSC2c2ccccc2)cc1` (stereo not drawn)?
Vif-A3G inh: -9%; TrxR1 substrate: 3%; LDHA block: -8; Vif-APOBEC3F blk: 6%; GRP78 ERSR act: 3%; USP1-UAF1 inh: -23%; PI4K2A block: 8; mIDH1 inhibitor: 4%; RXFP1 ag: 3.0%

What do the screens show for `O=C(Oc1cccc(C(=O)N2CCOCC2)c1)c1ccc(Br)cc1`?
Vif-A3G inh: 0%; TrxR1 substrate: 7%[57.1 µM]; LDHA block: -8; Vif-APOBEC3F blk: 3%; GRP78 ERSR act: 0%; USP1-UAF1 inh: 1%; PI4K2A block: 6; mIDH1 inhibitor: 13%; RXFP1 ag: 0.7%

Results for O=C(Nc1nnc(-c2ccc3c(c2)CCCC3)o1)c1ccc(Cl)cc1Cl ?
Vif-A3G inh: 1%; TrxR1 substrate: -1%; LDHA block: 6; Vif-APOBEC3F blk: -30%; GRP78 ERSR act: -3%; USP1-UAF1 inh: -15%; PI4K2A block: -4; mIDH1 inhibitor: -8%; RXFP1 ag: -0.3%

What do the screens show for `Cc1cc(=O)oc(C)c1C(=O)NCc1ccco1`?
Vif-A3G inh: 1%; TrxR1 substrate: -3%; LDHA block: -1; Vif-APOBEC3F blk: -6%; GRP78 ERSR act: -2%; USP1-UAF1 inh: -6%; PI4K2A block: 1; mIDH1 inhibitor: 0%; RXFP1 ag: -0.3%

What do the screens show for `O=C(Cc1ccc(Cl)cc1)Nc1ccc(N2CCCC2)cc1`?
Vif-A3G inh: 1%; TrxR1 substrate: 16%[57.1 µM]; LDHA block: -4; Vif-APOBEC3F blk: 1%; GRP78 ERSR act: 0%; USP1-UAF1 inh: -20%; PI4K2A block: -8; mIDH1 inhibitor: 3%; RXFP1 ag: 1.2%

Results for COc1ccc2[nH]c(C(=O)O)c(NS(=O)(=O)c3ccc(F)cc3)c2c1 ?
Vif-A3G inh: 1%; TrxR1 substrate: 6%[57.1 µM]; LDHA block: -3; Vif-APOBEC3F blk: -7%; GRP78 ERSR act: 5%; USP1-UAF1 inh: -12%; PI4K2A block: 5; mIDH1 inhibitor: -8%; RXFP1 ag: 2.0%

What do the screens show for `COc1ccc(/C=N/NC(=O)c2cccnc2)cc1`?
Vif-A3G inh: -1%; TrxR1 substrate: -9%; LDHA block: -4; Vif-APOBEC3F blk: 1%; GRP78 ERSR act: -2%; USP1-UAF1 inh: -8%; PI4K2A block: 0; mIDH1 inhibitor: 7%; RXFP1 ag: 0.6%

What do the screens show for `CCOc1ccc(S(=O)(=O)/N=C(/Nc2ccc(C)c(S(=O)(=O)N3CCOCC3)c2)c2ccccc2)cc1`?
Vif-A3G inh: -1%; TrxR1 substrate: -16%; LDHA block: -3; Vif-APOBEC3F blk: 2%; GRP78 ERSR act: 0%; USP1-UAF1 inh: -5%; PI4K2A block: -1; mIDH1 inhibitor: 0%

How did CCCc1cc(CN(C)C(=O)c2ccc(OC3CCN(C(C)=O)CC3)c(OC)c2)[nH]n1 do in these assays?
Vif-A3G inh: -1%; LDHA block: -3; Vif-APOBEC3F blk: -1%; GRP78 ERSR act: -3%; USP1-UAF1 inh: -13%; PI4K2A block: 11; mIDH1 inhibitor: -2%

What do the screens show for `NC(=O)C1CCN(C(=O)CCSCc2ccc(Cl)c(Cl)c2)CC1`?
Vif-A3G inh: -2%; TrxR1 substrate: -3%[57.1 µM]; LDHA block: -6; Vif-APOBEC3F blk: 3%; GRP78 ERSR act: -4%; USP1-UAF1 inh: -12%; PI4K2A block: 1; mIDH1 inhibitor: 0%; RXFP1 ag: -1.1%

Results for Cc1cc(C)cc(NS(=O)(=O)c2c(C)[nH]c(=O)[nH]c2=O)c1 ?
Vif-A3G inh: 0%; TrxR1 substrate: 10%[57.1 µM]; LDHA block: -3; Vif-APOBEC3F blk: 1%; GRP78 ERSR act: -4%; USP1-UAF1 inh: -8%; PI4K2A block: 4; mIDH1 inhibitor: 4%; RXFP1 ag: 0.0%

Results for COc1cc([N+](=O)[O-])ccc1NC(=O)CSc1nccn1C ?
Vif-A3G inh: 5%; TrxR1 substrate: -7%; LDHA block: -5; Vif-APOBEC3F blk: 12%; GRP78 ERSR act: -4%; USP1-UAF1 inh: -7%; PI4K2A block: 1; mIDH1 inhibitor: 6%; RXFP1 ag: -2.5%

Results for Cc1ccccc1NC(=O)c1cccc2nccnc12 ?
Vif-A3G inh: -1%; TrxR1 substrate: 6%; LDHA block: -4; Vif-APOBEC3F blk: -3%; GRP78 ERSR act: -4%; USP1-UAF1 inh: -11%; PI4K2A block: -7; mIDH1 inhibitor: 1%; RXFP1 ag: 3.8%

What do the screens show for `COC(=O)c1c(-c2ccc3ccccc3c2)csc1NC(=O)Cc1ccc(OC)c(OC)c1`?
Vif-A3G inh: inconclusive; TrxR1 substrate: 11%[57.1 µM]; LDHA block: 2; Vif-APOBEC3F blk: 2%; GRP78 ERSR act: 0%; USP1-UAF1 inh: -19%; PI4K2A block: -3; mIDH1 inhibitor: 2%; RXFP1 ag: 1.8%

Results for CCOC(=O)c1oc2ccc3c(c2c1C)C(=O)CC1(CCN(C(=O)OCC)CC1)O3 ?
Vif-A3G inh: 0%; TrxR1 substrate: 8%; LDHA block: 3; GRP78 ERSR act: -5%; USP1-UAF1 inh: -16%; PI4K2A block: -3; mIDH1 inhibitor: 1%; RXFP1 ag: -2.1%

Results for O=C(Nc1ccccc1)Nc1nnc(SCC(=O)N2CCCCC2)s1 ?
Vif-A3G inh: -1%; TrxR1 substrate: 4%[57.1 µM]; LDHA block: -6; Vif-APOBEC3F blk: -7%; GRP78 ERSR act: -4%; USP1-UAF1 inh: -12%; PI4K2A block: -4; mIDH1 inhibitor: 16%; RXFP1 ag: 1.0%

What do the screens show for `S=C(NC1CCCC1)N1CCN(C/C=C/c2ccccc2)CC1`?
Vif-A3G inh: 0%; TrxR1 substrate: -9%; LDHA block: -9; Vif-APOBEC3F blk: 11%; GRP78 ERSR act: 2%; USP1-UAF1 inh: -16%; PI4K2A block: -1; mIDH1 inhibitor: -3%; RXFP1 ag: -1.3%

Results for CC(=O)C[C@H](O)CC(=O)[C@H]1OC(=O)CCCCCCCCc2ccccc21 ?
Vif-A3G inh: -1%; TrxR1 substrate: 3%; LDHA block: -2; Vif-APOBEC3F blk: -4%; GRP78 ERSR act: -4%; USP1-UAF1 inh: -14%; PI4K2A block: -1; mIDH1 inhibitor: 24%

Results for O=C1CCC(=O)c2oc3ccccc3c2N1 ?
Vif-A3G inh: -1%; TrxR1 substrate: 1%; LDHA block: -2; Vif-APOBEC3F blk: -10%; GRP78 ERSR act: -2%; USP1-UAF1 inh: 4%; PI4K2A block: 1; mIDH1 inhibitor: 1%; RXFP1 ag: -0.1%

How did CC(C)C(c1nnnn1Cc1ccc(F)cc1)N1CCN(Cc2ccc3c(c2)OCO3)CC1 (stereo not drawn) do in these assays?
Vif-A3G inh: 2%; TrxR1 substrate: 3%; LDHA block: -3; Vif-APOBEC3F blk: -2%; GRP78 ERSR act: 4%; USP1-UAF1 inh: 0%; PI4K2A block: -1; mIDH1 inhibitor: 15%; RXFP1 ag: 1.3%

Results for O=C(OCC(=O)N1CCCCCC1)c1cccs1 ?
Vif-A3G inh: 0%; TrxR1 substrate: 13%; LDHA block: -11; Vif-APOBEC3F blk: -24%; GRP78 ERSR act: -8%; USP1-UAF1 inh: -5%; PI4K2A block: -26; mIDH1 inhibitor: -1%; RXFP1 ag: 0.9%

Results for C/C=C(/C)C(=O)O[C@@H]1c2cc3c(c(OC)c2-c2c(cc(OC)c(OC)c2OC)[C@@H](OC(C)=O)[C@@H](C)[C@H]1C)OCO3 ?
Vif-A3G inh: 3%; TrxR1 substrate: -4%; LDHA block: -1; Vif-APOBEC3F blk: -2%; GRP78 ERSR act: 3%; USP1-UAF1 inh: -29%; PI4K2A block: -3; mIDH1 inhibitor: 0%; RXFP1 ag: 0.9%

What do the screens show for `Cc1nc(CN2CCN(C(=O)CCc3nnc(Cc4c[nH]c5ccccc45)o3)CC2)cs1`?
Vif-A3G inh: 1%; TrxR1 substrate: 6%; LDHA block: 11; Vif-APOBEC3F blk: 4%; GRP78 ERSR act: -3%; USP1-UAF1 inh: -17%; PI4K2A block: -5; mIDH1 inhibitor: -3%; RXFP1 ag: -3.0%

What do the screens show for `COc1ccc(C(C(=O)NCC2CCCO2)N(C(=O)Cn2nnc3ccccc32)c2ccc(NC(C)=O)cc2)c(OC)c1` (stereo not drawn)?
Vif-A3G inh: -7%; TrxR1 substrate: 3%; LDHA block: -11; Vif-APOBEC3F blk: -1%; GRP78 ERSR act: -5%; USP1-UAF1 inh: -18%; PI4K2A block: -15; mIDH1 inhibitor: 7%; RXFP1 ag: 1.8%

What do the screens show for `CN(C(=O)c1cc(COc2c(F)cccc2F)on1)C1CCOC1` (stereo not drawn)?
Vif-A3G inh: 2%; TrxR1 substrate: -4%; LDHA block: -8; Vif-APOBEC3F blk: 5%; GRP78 ERSR act: 6%; USP1-UAF1 inh: -8%; PI4K2A block: -2; mIDH1 inhibitor: -1%; RXFP1 ag: -3.7%
